Assay outcomes from PubChem.
FLuc stim CS = affects firefly luciferase, flagging false hits in luciferase stimulation screens | P08659 | ATPlite luciferase biochemical, luminescence, 10 min; 0 = ATP-free wells, 1 = DMSO control | activation factor at 10 µM | 200,000 tested, under 10 active | AID 1027;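 active = luciferase activation factor, scaled between plate controls, of at least 2 with compound at 10 µM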
Target sequence (P08659 whole entry, looked up): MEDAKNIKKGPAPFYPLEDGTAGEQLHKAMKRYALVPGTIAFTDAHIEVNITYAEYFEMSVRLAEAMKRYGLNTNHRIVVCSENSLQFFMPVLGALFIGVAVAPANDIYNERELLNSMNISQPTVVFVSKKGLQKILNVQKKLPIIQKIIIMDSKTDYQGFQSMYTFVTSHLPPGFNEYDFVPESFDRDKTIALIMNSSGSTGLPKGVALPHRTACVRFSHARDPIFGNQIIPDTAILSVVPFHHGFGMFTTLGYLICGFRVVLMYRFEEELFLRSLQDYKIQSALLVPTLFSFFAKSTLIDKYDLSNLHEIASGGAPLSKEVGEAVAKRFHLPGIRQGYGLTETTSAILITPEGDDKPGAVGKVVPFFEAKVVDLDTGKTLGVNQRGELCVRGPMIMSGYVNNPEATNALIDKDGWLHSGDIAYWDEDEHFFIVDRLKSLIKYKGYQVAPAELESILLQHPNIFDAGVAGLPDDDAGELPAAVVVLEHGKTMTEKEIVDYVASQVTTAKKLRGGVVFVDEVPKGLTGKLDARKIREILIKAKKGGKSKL
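Material: luciferase plus luciferin reagent, cell-free. Medium: PBS buffer for ATP. Also added: ATP substrate, dispensed from a 10.24 µM working solution in PBS. Doses: test compounds dosed from 2 mM stocks in 100% DMSO. Incubation: 10 min post-reagent at room temperature. Technique: light output (luminescence). Read-out basis: luminescence gain marking luciferase activators.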
APP transl inh = APP translation inhibition. 190,000 tested, 0.82% active. AID 1285. SH-SY5Y APP 5'UTR-luciferase reporter, luminescence. inhibition, % at 2 µM;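 active = inhibition above a set limit, derived from the sample mean plus 3 SD, cut at about 45% in these data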; note: values of inactives mirror those of a sister screen read the other way
STAT1 act = activators of IFN-gamma induced STAT1 signaling; NIH 3T3 STAT1-luciferase reporter, luminescence; 100% = IFN-gamma alone, no compound; activation (% of control), % at 5.5 µM; 200,000 tested, 2.6% active;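 active = activation above the screen-wide mean activation plus 3 SD, cut at about 130% in these data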;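 note: raw ratio to IFN-gamma control signal so 100% means no change and 0% no light; values of inactives mirror those of a sister screen read the other way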
STAT3 act = STAT3 signaling activation; U3A cells, IL-6 STAT3-luciferase reporter, luminescence; 100% = signal with IL-6 EC80 alone; activation (% of control), % at 5.6 µM; 190,000 tested, 0.91% active; AID 871;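 active = activation above the screen-wide mean of compound activation plus 3 SD, cut at about 130% in these data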;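 note: 0% = background luminescence of wells with medium and substrate only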
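Test system: STAT3-luciferase reporter U3A cells; Detection: reporter luminescence signal; Times: 1 h compound pre-exposure, 6 h IL-6 stimulation, 37 °C; Benchmarks: IL-6-only high control; Also added: IL-6 stimulus at 33 ng/mL final.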
APP 5'UTR act = APP 5'UTR luciferase reporter activation; SH-SY5Y APP 5'UTR luciferase reporter, luminescence; zero percent = DMSO vehicle wells; activation, % at 2 µM; 190,000 tested, 1% active; AID 1276;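 active = activation above a set limit, based on mean plus 3 SD of controls, cut at about 140% in these data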; note: values of inactives mirror those of a sister screen read the other way
FLuc inh counter = inhibits firefly luciferase, flagging false hits in luciferase inhibition screens. P08659. ATPLite firefly luciferase biochemical luminescence, 10 min. inhibition, % at 10 µM. 200,000 tested, 1.5% active;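 active = inhibition above about 50% when tested at 10 µM, limit read from the data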
NF-kB neuron act = NF-kB expression increase, human neuronal cells; fold change at 12.5 µM; AID 1239; NF-kB reporter expression; stronger effect = higher value; 190,000 tested, 1.6% active; in the data active = fold change above about 3.3
STAT3 inh = reduces IL-6 driven STAT3 reporter signal; inhibition, % at 5.5 µM; U3A cells, IL-6 STAT3-luciferase reporter, luminescence; host cell line lacks STAT1; 190,000 tested, 0.89% active;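 active = inhibition above the mean inhibition across all screened compounds plus 3 SD, cut at about 44% in these data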;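 note: 0% = DMSO only wells and 100% = 100 µM nifuroxazide control wells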
ROMK mod = human ROMK K+ channel modulation, primary screen | P48048 | AID 1918 | 130,000 tested, 2% active | B-score at 10 µM | Tet-inducible ROMK, thallium flux fluorescence; actives lie on both sides;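 active = signal ratio slope over the read window, or its plate-corrected B-score, at least 3 SD from the plate mean, either direction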;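 note: B-score of the F/F0 ratio slope over 7 to 12 s after thallium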
Target sequence (P48048 whole entry, looked up): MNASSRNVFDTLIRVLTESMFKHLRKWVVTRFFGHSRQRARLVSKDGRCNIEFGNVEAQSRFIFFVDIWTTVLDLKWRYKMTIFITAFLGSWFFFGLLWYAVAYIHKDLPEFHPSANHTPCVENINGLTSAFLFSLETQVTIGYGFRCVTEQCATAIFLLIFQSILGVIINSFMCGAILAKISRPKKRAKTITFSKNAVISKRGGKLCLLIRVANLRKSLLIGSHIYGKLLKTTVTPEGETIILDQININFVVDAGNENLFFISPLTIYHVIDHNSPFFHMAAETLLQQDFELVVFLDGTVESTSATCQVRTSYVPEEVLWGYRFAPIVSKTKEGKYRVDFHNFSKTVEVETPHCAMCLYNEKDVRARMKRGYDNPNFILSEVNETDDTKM
STAT1 blocker = inhibitors of IFN-gamma induced STAT1 signaling; inhibition, % at 5.5 µM; NIH 3T3 STAT1-luciferase reporter, luminescence; AID 920; 200,000 tested, 0.35% active;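 active = inhibition above a set limit, the mean inhibition across all tested compounds plus 3 SD, cut at about 34% in these data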;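 note: 0% = IFN-gamma with DMSO and 100% = IFN-gamma with 300 µM nifuroxazide; values of inactives mirror those of a sister screen read the other way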
* marks the source's active call; other numbers are inactive results.

How did Cc1cc(=O)oc2c1c(C)nn2-c1cccc(Cl)c1 do in these assays?
FLuc stim CS: 1.1; APP transl inh: -6; STAT1 act: 98; STAT3 act: 98; APP 5'UTR act: 6; FLuc inh counter: -8; NF-kB neuron act: 1; STAT3 inh: 9; ROMK mod: 0.44; STAT1 blocker: 1

Results for O=C(NCCN1CCOCC1)C(=O)NCc1ccc2c(c1)OCO2 ?
FLuc stim CS: 1; APP transl inh: 0; STAT1 act: 98; STAT3 act: 102; APP 5'UTR act: 0; FLuc inh counter: 0; NF-kB neuron act: 1.2; STAT3 inh: 3; ROMK mod: 0.52; STAT1 blocker: 1

What do the screens show for `Cc1ccc(NC(=O)/C=C/c2cccs2)c([N+](=O)[O-])c1`?
FLuc stim CS: 0.7; APP transl inh: -173; STAT1 act: 146*; STAT3 act: 98; APP 5'UTR act: 173*; FLuc inh counter: 32; NF-kB neuron act: 7*; STAT3 inh: 13; STAT1 blocker: -51

How did Cc1nnc(NC(=O)CCSCCC(=O)Nc2nnc(C)s2)s1 do in these assays?
FLuc stim CS: 1; APP transl inh: -9; STAT1 act: 104; STAT3 act: 105; APP 5'UTR act: 9; FLuc inh counter: -2; NF-kB neuron act: 1.1; STAT3 inh: 0; ROMK mod: 0.00028; STAT1 blocker: -7

What do the screens show for `OC(COCc1ccc2c(c1)OCO2)CN1CCC(Cc2ccccc2)CC1` (configuration not stated)?
FLuc stim CS: 1; APP transl inh: -10; STAT1 act: 99; STAT3 act: 105; APP 5'UTR act: 10; FLuc inh counter: -3; NF-kB neuron act: 1.1; STAT3 inh: -7; STAT1 blocker: 1

What do the screens show for `COC(=O)COc1ccc(S(=O)(=O)Nc2ccc(C(N)=O)cc2)cc1`?
FLuc stim CS: 1; APP transl inh: -7; STAT1 act: 108; STAT3 act: 103; APP 5'UTR act: 7; FLuc inh counter: -2; NF-kB neuron act: 1.5; STAT3 inh: -2; ROMK mod: 0.24; STAT1 blocker: -4

Results for CCOc1ccc(NC(=O)CC2NCCNC2=O)cc1 (configuration not stated) ?
FLuc stim CS: 1; APP transl inh: 6; STAT1 act: 99; STAT3 act: 99; APP 5'UTR act: -6; FLuc inh counter: -2; NF-kB neuron act: 1.4; STAT3 inh: 4; ROMK mod: 1.2; STAT1 blocker: 4

How did Cc1ccccc1NC(=O)c1cc(S(=O)(=O)N2CCCCC2)cs1 do in these assays?
FLuc stim CS: 1; APP transl inh: 1; STAT1 act: 102; STAT3 act: 98; APP 5'UTR act: -1; FLuc inh counter: -2; NF-kB neuron act: 0.84; STAT3 inh: 3; ROMK mod: 0.18; STAT1 blocker: -2

What do the screens show for `CCNC(=O)COn1c(SCC(=O)NCC)nc2ccccc2c1=O`?
FLuc stim CS: 1; APP transl inh: -5; STAT1 act: 97; STAT3 act: 101; APP 5'UTR act: 5; FLuc inh counter: -3; NF-kB neuron act: 1.1; STAT3 inh: 1; ROMK mod: -0.78; STAT1 blocker: 4

What do the screens show for `Cc1ccc(C2(c3ccc(C)cc3)NC(=O)N(Cc3c(C)noc3C)C2=O)cc1`?
FLuc stim CS: 1.1; APP transl inh: -6; STAT1 act: 97; STAT3 act: 98; APP 5'UTR act: 6; FLuc inh counter: -7; NF-kB neuron act: 0.92; STAT3 inh: 8; STAT1 blocker: 3

What do the screens show for `Cc1cc2n(n1)C(c1ccsc1)Nc1ccccc1-2` (configuration not stated)?
FLuc stim CS: 1.1; APP transl inh: -6; STAT1 act: 105; STAT3 act: 107; APP 5'UTR act: 6; FLuc inh counter: -7; NF-kB neuron act: 1.3; STAT3 inh: -2; STAT1 blocker: -5

Results for COc1ccc(N=Cc2sc3ccccc3c2Cl)cc1 ?
FLuc stim CS: 0.9; APP transl inh: 6; STAT1 act: 126; STAT3 act: 137*; APP 5'UTR act: -6; FLuc inh counter: 13; NF-kB neuron act: 1.5; STAT3 inh: -40; STAT1 blocker: -29

Results for COc1ccc(N2CCN(C(=O)c3ccc(NS(=O)(=O)c4ccc(F)cc4)cc3)CC2)cc1 ?
FLuc stim CS: 1.1; APP transl inh: -4; STAT1 act: 100; STAT3 act: 105; APP 5'UTR act: 4; FLuc inh counter: -10; NF-kB neuron act: 1.1; STAT3 inh: -1; ROMK mod: 2; STAT1 blocker: 0

Results for c1ccc(OCc2nc(-c3ccncc3)no2)cc1 ?
FLuc stim CS: 0.9; APP transl inh: -24; STAT1 act: 123; STAT3 act: 97; APP 5'UTR act: 24; FLuc inh counter: 5; NF-kB neuron act: 1.2; STAT3 inh: 6; ROMK mod: -0.53; STAT1 blocker: -27

How did CC12C(=O)N(CCC(=O)O)C(=O)C1C1C=CC2C1 (configuration not stated) do in these assays?
FLuc stim CS: 1; APP transl inh: -2; STAT1 act: 102; STAT3 act: 100; APP 5'UTR act: 2; FLuc inh counter: 0; NF-kB neuron act: 1.2; STAT3 inh: 4; ROMK mod: 0.94; STAT1 blocker: -3

Reprinted from the part before: 2 compounds; new compounds follow.
Results for c1ccc(OCc2nc(-c3ccncc3)no2)cc1 ?
FLuc stim CS: 0.9; APP transl inh: -24; STAT1 act: 123; STAT3 act: 97; APP 5'UTR act: 24; FLuc inh counter: 5; NF-kB neuron act: 1.2; STAT3 inh: 6; ROMK mod: -0.53; STAT1 blocker: -27

How did CC12C(=O)N(CCC(=O)O)C(=O)C1C1C=CC2C1 (configuration not stated) do in these assays?
FLuc stim CS: 1; APP transl inh: -2; STAT1 act: 102; STAT3 act: 100; APP 5'UTR act: 2; FLuc inh counter: 0; NF-kB neuron act: 1.2; STAT3 inh: 4; ROMK mod: 0.94; STAT1 blocker: -3

How did CCCCC/C(=N\NC(=O)CCC(=O)NCc1ccccc1)c1ccccc1 do in these assays?
FLuc stim CS: 1.1; APP transl inh: -4; STAT1 act: 102; STAT3 act: 86; APP 5'UTR act: 4; FLuc inh counter: -5; NF-kB neuron act: 1.1; STAT3 inh: 18; ROMK mod: 0; STAT1 blocker: -2

How did CC(NS(=O)(=O)c1ccc(Cl)c(Cl)c1)C(=O)OCC(=O)Nc1ccc2c(c1)OCO2 (configuration not stated) do in these assays?
FLuc stim CS: 1.1; APP transl inh: 0; STAT1 act: 97; STAT3 act: 106; APP 5'UTR act: 0; FLuc inh counter: -8; NF-kB neuron act: 1; STAT3 inh: 0; ROMK mod: -0.7; STAT1 blocker: 2

How did Cc1nc2ncnn2c(C)c1Cc1c(Cl)cccc1Cl do in these assays?
FLuc stim CS: 1; STAT1 act: 101; STAT3 act: 105; FLuc inh counter: 0; NF-kB neuron act: 1.3; STAT3 inh: 1; ROMK mod: 1.1; STAT1 blocker: -1

Results for Nc1cccc(-n2nncc2-c2ccccc2)c1 ?
FLuc stim CS: 1; APP transl inh: 12; STAT1 act: 105; STAT3 act: 90; APP 5'UTR act: -12; FLuc inh counter: -4; NF-kB neuron act: 0.97; STAT3 inh: 16; ROMK mod: -0.19; STAT1 blocker: -5

What do the screens show for `O=C(Nc1ccc2c(c1)OCCO2)c1cc(-c2ccccc2)nc2ccccc12`?
FLuc stim CS: 1; APP transl inh: 4; STAT1 act: 98; STAT3 act: 101; APP 5'UTR act: -3; FLuc inh counter: -4; NF-kB neuron act: 0.63; STAT3 inh: 11; STAT1 blocker: 3

What do the screens show for `CCn1cc(SCC(=O)N2CCc3ccccc32)c2ccccc21`?
FLuc stim CS: 1; APP transl inh: 8; STAT1 act: 105; STAT3 act: 104; APP 5'UTR act: -8; FLuc inh counter: -5; NF-kB neuron act: 1.5; STAT3 inh: 4; STAT1 blocker: -6

How did COc1ccc(NC(=O)c2cc(OC)c(OC)c(OC)c2)cc1S(=O)(=O)N1CCCCC1 do in these assays?
FLuc stim CS: 1.1; APP transl inh: -22; STAT1 act: 88; STAT3 act: 87; APP 5'UTR act: 22; FLuc inh counter: -11; NF-kB neuron act: 0.46; STAT3 inh: 18; ROMK mod: 0.93; STAT1 blocker: 11

How did O=C(CN(c1ccccc1F)S(=O)(=O)c1ccccc1)NC1CCCCCC1 do in these assays?
FLuc stim CS: 1.1; APP transl inh: 19; STAT1 act: 101; STAT3 act: 111; APP 5'UTR act: -19; FLuc inh counter: -7; NF-kB neuron act: 0.85; STAT3 inh: -12; STAT1 blocker: -2

What do the screens show for `CCOC(=O)c1cc(C#N)c(N2CCN(c3ccccn3)CC2)nc1-c1ccccc1`?
FLuc stim CS: 1; APP transl inh: -5; STAT1 act: 98; STAT3 act: 90; APP 5'UTR act: 5; FLuc inh counter: 2; NF-kB neuron act: 0.9; STAT3 inh: 17; ROMK mod: 0.89; STAT1 blocker: 0

What do the screens show for `FC(F)(F)c1cnc(Sc2nc3nccc(-c4ccc(Cl)cc4)n3n2)c(Cl)c1`?
FLuc stim CS: 1; APP transl inh: 1; STAT1 act: 102; STAT3 act: 97; APP 5'UTR act: -1; FLuc inh counter: -4; NF-kB neuron act: 0.98; STAT3 inh: 10; STAT1 blocker: -2

Results for O=C(CSc1nnc(Cc2ccccc2)o1)N1CCCc2ccccc21 ?
FLuc stim CS: 1; APP transl inh: 30; STAT1 act: 84; STAT3 act: 96; APP 5'UTR act: -13; FLuc inh counter: -4; NF-kB neuron act: 1.2; STAT3 inh: 11; ROMK mod: -0.61; STAT1 blocker: 17

Results for Cc1cc(C)c2c(c1)/C(=N/Nc1ccc(S(N)(=O)=O)cc1[N+](=O)[O-])CCC2 ?
FLuc stim CS: 1; APP transl inh: 1; STAT1 act: 104; STAT3 act: 104; APP 5'UTR act: -1; FLuc inh counter: 3; NF-kB neuron act: 1.1; STAT3 inh: 0; ROMK mod: 0.1; STAT1 blocker: -7

How did CC(C)NC(=O)c1cc2c(-c3ccc(Cl)cc3)nn(C)c2s1 do in these assays?
FLuc stim CS: 1; APP transl inh: 12; STAT1 act: 95; STAT3 act: 158*; APP 5'UTR act: -12; FLuc inh counter: -4; NF-kB neuron act: 1; STAT3 inh: -58; STAT1 blocker: 6

How did CCOC(=O)c1ccc(C(=O)OCC)nc1 do in these assays?
FLuc stim CS: 1; APP transl inh: 12; STAT1 act: 109; STAT3 act: 99; APP 5'UTR act: -12; FLuc inh counter: 2; NF-kB neuron act: 1.2; STAT3 inh: 5; STAT1 blocker: -10

What do the screens show for `Cc1ccccc1Cn1nc(C)c(NC(=O)c2noc3c2CCCC3)c1C`?
FLuc stim CS: 1; APP transl inh: -1; STAT1 act: 97; STAT3 act: 106; APP 5'UTR act: 1; FLuc inh counter: -3; NF-kB neuron act: 0.79; STAT3 inh: -6; ROMK mod: -0.0092; STAT1 blocker: 3

What do the screens show for `O=C1Nc2ccccc2/C1=C/c1cccnc1`?
FLuc stim CS: 1; APP transl inh: 14; STAT1 act: 97; STAT3 act: 92; APP 5'UTR act: -14; FLuc inh counter: 0; NF-kB neuron act: 1.2; STAT3 inh: 16; ROMK mod: -1.8; STAT1 blocker: 3

How did Cc1cc(NC(=O)CN2C(=O)NC3(CCC(C)CC3)C2=O)no1 (configuration not stated) do in these assays?
FLuc stim CS: 1.2; APP transl inh: 4; STAT1 act: 100; STAT3 act: 98; APP 5'UTR act: -4; FLuc inh counter: -16; NF-kB neuron act: 1.2; STAT3 inh: 0; ROMK mod: 0.8; STAT1 blocker: 2
